From PubChem
zfTRPN1 agonist: zebrafish TRPN1 channel agonists, primary screen, cell-based, HEK293, calcium fluorescence | transient receptor potential cation channel N1 (TRPN1/NompC), Danio rerio | HEK293 zebrafish TRPN1-YFP, Fluo-8 calcium fluorescence; 100% = response to 87 µM carbachol | 0.18% of 220,000 active | activation, % at 3 µM;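 active = activation above its plate's cutoff, the mean activation of test wells on that plate plus 3 SD, cut at about 19% in these data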;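 note: 0% = DMSO alone and 100% = 87 µM carbachol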
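Control set: carbachol 87 µM as high control, DMSO as low control; system: HEK293 stable line with zebrafish TRPN1-YFP; read-out: % activation versus carbachol response; detection: intracellular calcium fluorescence with Fluo-8; doses: single test compound dose, 3 µM nominal, 0.3% DMSO; schedule: dye 1 h 37 °C plus 30 min RT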
m-calpain inh: inhibitors of pig calpain II, primary screen, biochemical, fluorogenic peptide substrate, 1536-well | purified calpain II, 30 min | inhibition, % at 16 µM | 0.37% of 220,000 active;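 active = inhibition above about 50%, limit read from the data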
EBV gp42 block: Epstein-Barr virus gp42 inhibitors, primary screen, biochemical, uHTS, fluorescence polarization; Glycoprotein 42 (Epstein-Barr virus (strain AG876)), Q1HVG2; Fluorescence polarization binding assay, mP read-out; inhibition, % (tested at 21.74 µM); 0.42% of 220,000 active; AID 1085, 2008; in the data active = inhibition above about 50%
Target sequence (Q1HVG2 whole entry, looked up): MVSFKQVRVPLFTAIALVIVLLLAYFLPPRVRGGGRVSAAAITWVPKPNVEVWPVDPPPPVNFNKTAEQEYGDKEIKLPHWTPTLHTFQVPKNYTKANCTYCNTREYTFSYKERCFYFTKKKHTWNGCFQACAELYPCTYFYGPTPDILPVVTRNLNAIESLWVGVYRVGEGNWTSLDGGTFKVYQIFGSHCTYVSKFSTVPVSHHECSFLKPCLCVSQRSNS
TbHK1 inh: Trypanosoma brucei hexokinase 1 inhibitors, primary screen, biochemical, G6PDH-coupled NADH absorbance, MLSCN library. inhibition, % at 10 µM. hexokinase 1 [Trypanosoma brucei]. 0.11% of 220,000 active. recombinant TbHK1, G6PDH-coupled NADH A340;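 active = inhibition of 50% or more in the single-dose primary screen; inactive = inhibition below 50%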
TRPML3 ag: human TRPML3 channel agonists, primary screen, cell-based, HEK293 TRPML3-YFP, Fluo-8 calcium fluorescence, 3 µM | 100% = the carbachol control signal | activation, % at 3 µM | Mucolipin-3 (Homo sapiens), Q8TDD5 | 0.29% of 220,000 active | AID 1448, 2008;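 active = activation above its plate's cutoff, the mean activation of the plate's test wells plus 3 SD, cut at about 12% in these data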;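 note: 0% = DMSO only wells and 100% = carbachol wells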
Target sequence (Q8TDD5 whole entry, looked up): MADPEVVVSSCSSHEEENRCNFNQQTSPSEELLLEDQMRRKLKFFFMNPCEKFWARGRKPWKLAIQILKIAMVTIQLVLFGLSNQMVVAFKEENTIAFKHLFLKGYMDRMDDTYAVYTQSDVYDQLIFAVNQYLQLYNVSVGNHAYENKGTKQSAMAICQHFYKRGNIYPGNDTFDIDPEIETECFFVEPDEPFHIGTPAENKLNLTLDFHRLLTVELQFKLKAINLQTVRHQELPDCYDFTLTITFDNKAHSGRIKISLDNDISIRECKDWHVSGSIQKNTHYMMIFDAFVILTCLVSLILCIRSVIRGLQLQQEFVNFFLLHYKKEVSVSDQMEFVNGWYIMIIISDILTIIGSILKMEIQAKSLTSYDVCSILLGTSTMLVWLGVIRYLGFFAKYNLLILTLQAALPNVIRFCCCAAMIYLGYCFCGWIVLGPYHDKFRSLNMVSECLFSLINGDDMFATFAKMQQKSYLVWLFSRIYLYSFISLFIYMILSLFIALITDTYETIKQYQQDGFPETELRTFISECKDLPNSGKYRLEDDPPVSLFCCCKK
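Material: HEK293 cells stably carrying human TRPML3-YFP; compound dosing: single dose, 3 µM final nominal compound, 0.3% DMSO final; incubation: 1-h 37 °C dye load, 5-s basal, 120-s post-compound reads; technique: Fluo-8 intracellular calcium fluorescence, excitation 470-495 nm, emission 515-575 nm; read-out basis: percent activation from peak-to-basal fluorescence ratio, scaled between DMSO and carbachol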
Cl transport mod: KCC2 cotransporter modulators, thallium flux, primary screen, cell-based, HEK293 KCC2, FluoZin-2 fluorescence, MLSMR. Solute carrier family 12 member 5 (Homo sapiens), Q9H2X9. KCC2 cells, thallium flux FluoZin-2 fluorescence. B-score of Tl+ flux slope (higher = more flux/activation; lower = inhibition) at 10 µM. 2.2% of 190,000 active. AID 1456, 2008;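 active = thallium flux slope and its plate-corrected score both differing from the plate sample mean at a set confidence after two filtering rounds, in either direction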;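 note: slope of fluorescence scaled to starting intensity during 10 to 20 s after thallium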
Furin inhibitor: human furin inhibitors, primary screen, biochemical, fluorescence intensity. P09958. 0.061% of 220,000 active. purified furin, fluorogenic substrate cleavage. inhibition, % at 30 µM; in the data active = inhibition above about 25%; note: inactives centre near -15
Thrombin inh: human alpha-thrombin inhibitors, primary screen, counter-screen for coagulation protease inhibitor project, biochemical, 1536-well, fluorogenic AMC substrate; 0.26% of 220,000 active; inhibition, % at 5 µM; Boc-VPR-AMC fluorogenic substrate cleavage; AID 1046, 2008;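 active = inhibition at or above 40%; inactive = inhibition below 40%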;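 note: 0% = enzyme with no compound and 100% = wells without enzyme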
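Assay system: human alpha-thrombin enzyme. Reagent: Boc-VPR-AMC substrate, 15 µM final. Compound dosing: one concentration per compound, 5 µM, with 0.2% DMSO. Incubation: room-temperature reaction. Technique: AMC fluorescence, 355/460 nm. Measure: % inhibition relative to enzyme controls and enzyme-free blanks.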
PPC-1+TRAIL kill: compounds killing PPC-1 cancer cells with TRAIL present, primary screen, TRAIL potentiator project, ATPLite luminescence, uHTS; cell killing (% activity), % at 4 µM; 0.41% of 220,000 active; AID 1443, 2008; PPC-1 cells + TRAIL, ATPLite viability luminescence;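 active = cell killing above 50% in the first pass at 4 µM, then a duplicate retest at 5 µM averaging 50% or more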;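 note: plate controls were cells with TRAIL plus DMSO for no effect and medium-only wells lacking cells for full effect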
* hit, by the source's call; . = not tested or not shown; [ ] = another dose, or the depositor's remark. No enrichment for hits. Share with any hit: about 3.6%.

Every second line gives: zfTRPN1 agonist, m-calpain inh, EBV gp42 block, TbHK1 inh, TRPML3 ag, Cl transport mod, Furin inhibitor, Thrombin inh, PPC-1+TRAIL kill
#1 CC(=O)Nc1nonc1-c1nc2ccccc2n1N(C(C)=O)C(C)=O
    0.5, -69, 36, -10, 0.0, -0.49, -26, -1, 10
#2 CN(C)Cc1c(O)ccc2oc(Cc3ccccc3)cc12
    2.2, 23, 4, 6, 2.1, -0.015, -17[20 µM], -2, 2
#3 CCc1cc2c(=O)c(-c3nc4ccccc4[nH]3)coc2cc1OC(=O)N1CCOCC1
    0.5, -69, 5, 0, 1.4, ., -20[20 µM], -1, -5
#4 CCN(CC)C(=O)CSc1n[nH]c(=S)n1N
    0.3, -18, 1, 1, 0.8, -0.24, -14, -9, -4
#5 COc1ccc(NC(C)=O)cc1S(=O)(=O)N1CCN(C(=O)c2ccccc2F)CC1
    1.6, -17, -15, -1, 1.0, 0.5, -17, -1, -7
#6 C=CCNC(=O)COc1cc(C)cc(C)c1C
    -0.4, -6, -4, 3, 0.2, 1.3, -31, -6, 19
#7 CCOC(=O)N1CCC(NC(=O)Cc2ccc(-n3c(=O)[nH]c4ccccc4c3=O)cc2)CC1
    0.1, ., ., 4, 0.3, 1.8, -22[20 µM], ., .
#8 COc1ccc(/C=C/C(=O)Oc2cc(O)cc(O)c2)cc1
    1.5, 3, -6, -35, -0.7, -0.58, -7, 1, -15
#9 CCOC(=O)NC1(C(F)(F)F)NC(=O)N(c2cccc(C(F)(F)F)c2)C1=O (stereo not drawn)
    -0.9, 14, 10, -3, 0.6, 0.2, -7, -4, 12
#10 CCCCN(CCNP(=O)(OCC)OCC)CP(=O)(OCC)OCC
    -0.3, 0, -6, 0, 0.2, -0.22, -18[20 µM], -4, 9
#11 NC(=O)CCC1NC(=S)N(Cc2ccccc2)C1=O (stereo not drawn)
    0.7, 15, -7, 4, 0.4, 0.69, -11, -6, 2
#12 Cc1csc(=Nc2c(C)n(C)n(-c3ccccc3)c2=O)n1Cc1ccccc1
    -0.9, 3, -16, -3, 0.0, ., -26, 2, 15
#13 COc1ccc(/C=C/C(=O)O)cc1COc1cccc(C)c1
    1.0, -8, -3, 0, 0.3, -1.5, -17, -4, 30
#14 COc1ccc(C(=O)N/C(=C\c2ccc([N+](=O)[O-])cc2)C(=O)NC(CCSC)C(=O)O)cc1 (stereo not drawn)
    1.6, -24, -16, -15, 1.7, 0.33, -35, -2, 8
#15 Cc1ccc(NC2=NCC(=O)N2CCc2ccccc2)cc1C
    -2.2, 4, 2, -4, -1.0, -1, -10[20 µM], -2, 1
#16 CCOC(=O)C1C(=O)C=C(c2ccc(C)cc2)CC1c1ccccc1 (stereo not drawn)
    -1.8, 38, 9, 6, 1.1, 1.4, -9, -5, 8
#17 O=C(O)C1CCC(Cn2c(SCc3cc(=O)n4cc(Cl)ccc4n3)nc3ccsc3c2=O)CC1 (stereo not drawn)
    0.3, -65, -7, -13, 0.6, -2.4, -20, 2, .
#18 CCn1cc(C(=O)NCCc2ccccc2)c(=O)c2cc(F)c(N3CCN(C)CC3)cc21
    0.0, -92, -20, -28, 0.6, -1.5, -18[20 µM], 0, 24
#19 CCc1cccc(C)c1N1C(=O)CC(C)(C)CC1=O
    0.6, 10, -24, -11, 0.7, 0.087, -18, -4, 26
#20 O=C(N/N=C/c1ccc(Cl)cc1)C(=O)N1CCCCCC1
    1.8, 0, -3, -7, 0.4, 0.1, -23, 11, .
#21 Cc1ccc(N/N=C(/Sc2nnnn2-c2ccccc2)C(=O)c2ccccc2)cc1
    -0.4, -29, -5, 2, -0.3, 1.4, -11, 0, 22
#22 COc1cccc(OC2OC3COC(C)(C)OC3C(O)C2NC(C)=O)c1 (stereo not drawn)
    -0.6, -1, -6, -2, 0.8, 0.17, -15, -4, 4
#23 CN(c1ccccc1)c1nc(N)c([N+](=O)[O-])c(NCCO)n1
    0.1, 3, 6, -63, 0.4, -0.16, -7, -9, 14
#24 Clc1ccccc1C1=CC(c2ccco2)n2nnnc2N1 (stereo not drawn)
    -1.9, 19, 3, 7, -0.3, -1.7, -24, 0, -6
#25 Cc1nc(SCc2ccccc2)c(C(F)(F)F)c(=O)[nH]1
    1.4, 32, 0, -2, 0.3, ., -4, 2, 11
#26 CCOCCOc1cccc(C(=O)NC(c2ccccc2)C(C)C)c1 (stereo not drawn)
    0.1, 22, -11, -1, 0.4, 0.04, -24, 2, 8
#27 CC(=O)OC[C@H]1O[C@@H](O/N=C(\C)CCN2CCCCc3nc(C)c(C)cc32)[C@H](OC(C)=O)[C@@H](OC(C)=O)[C@@H]1OC(C)=O
    1.2, -24, -4, -5, 0.3, 1.5, -16, 3, 37
#28 CNS(=O)(=O)c1ccc2c(c1)oc(=O)c1cc(S(=O)(=O)NC)ccc12
    -0.4, -40, 0, -6, 0.1, 0.36, -14, -16, 8
#29 COCC(=O)Nc1c(C(=O)Nc2ccccc2OC)oc2ccccc12
    -1.1, -136, -20, -11, 0.6, 1.7, -3[20 µM], -3, 18
#30 Cc1ccc(C(=O)Nc2ccccc2C(=O)NCc2ccccc2)cc1
    -0.4, 27, 10, 4, 0.0, -0.98, 1, -1, 7

By substructure, those above containing fluorine.
Every second line gives: zfTRPN1 agonist, m-calpain inh, EBV gp42 block, TbHK1 inh, TRPML3 ag, Cl transport mod, Furin inhibitor, Thrombin inh, PPC-1+TRAIL kill
#5 COc1ccc(NC(C)=O)cc1S(=O)(=O)N1CCN(C(=O)c2ccccc2F)CC1
    1.6, -17, -15, -1, 1.0, 0.5, -17, -1, -7
#9 CCOC(=O)NC1(C(F)(F)F)NC(=O)N(c2cccc(C(F)(F)F)c2)C1=O (stereo not drawn)
    -0.9, 14, 10, -3, 0.6, 0.2, -7, -4, 12
#18 CCn1cc(C(=O)NCCc2ccccc2)c(=O)c2cc(F)c(N3CCN(C)CC3)cc21
    0.0, -92, -20, -28, 0.6, -1.5, -18[20 µM], 0, 24
#25 Cc1nc(SCc2ccccc2)c(C(F)(F)F)c(=O)[nH]1
    1.4, 32, 0, -2, 0.3, ., -4, 2, 11

The list continues:
Every second line gives: zfTRPN1 agonist, m-calpain inh, EBV gp42 block, TbHK1 inh, TRPML3 ag, Cl transport mod, Furin inhibitor, Thrombin inh, PPC-1+TRAIL kill
#31 O=C(Cn1cnc([N+](=O)[O-])c1)Nc1cc(Oc2ccc(Cl)cc2Cl)cc([N+](=O)[O-])c1
    0.5, -46, -16, 12, 0.2, 0.13, -18[20 µM], 0, 13
#32 CC(=O)Nc1cccc(C(=O)/C=C/c2ccc(C)cc2)c1
    1.4, 17, 7, -24, 0.1, 0.68, -7, 17, 16
#33 COc1ccc(NC(=O)[C@H](COCc2ccccc2)NC(=O)OC(C)(C)C)cc1
    -1.4, -10, -14, 2, -1.5, -1.7, -8[20 µM], -2, 11
#34 O=C(CSc1nnc(-c2ccncc2)n1CC1CCCO1)Nc1ccccc1Cl (stereo not drawn)
    0.0, -32, -30, 0, 1.0, -0.023, -29, -15, 7
#35 COCc1cc(CN2CCN(C)CC2)c(O)c2ncccc12
    0.1, -53, -9, 3, -0.1, 0.12, -7[20 µM], -2, 13
#36 Cc1[nH]nc2ncc(C(=O)c3cc(Cl)cc(Cl)c3O)cc12
    -0.9, -75, -38, -5, 1.1, -0.54, -16[20 µM], 0, -2
#37 O=C(CSc1nnnn1-c1ccccc1)CSc1nnnn1-c1ccccc1
    1.5, 76*, -11, 7, 0.0, ., -27, 0, 28
#38 COc1ccc(NC(=O)N(C2CCCCC2)C2CCN(C(C)C)CC2)c(OC)c1
    -0.3, 17, 2, 6, 1.8, -0.39, -11[20 µM], -4, -10
#39 Cc1nnc(SCCn2c(N3CCN(C)CC3)nc3c2c(=O)n(C)c(=O)n3C)s1
    -0.2, -31, 6, -1, 0.2, ., -19, -7, 1
#40 CCOC(=O)c1c(NC(=O)CNCC(O)CO)sc(C)c1C (stereo not drawn)
    0.5, -25, -20, -15, 0.1, ., -13, 7, -23
#41 Cc1nc2sc3c(c2c(=O)n1NC(=O)CCl)CCCC3
    1.6, -9, -11, -2, -0.2, -0.15, -28, -6, 9
#42 O=C(CSc1nccc(=O)[nH]1)N1c2ccccc2CCc2ccccc21
    1.0, 24, 0, -2, -0.3, ., -16, -4, 2
#43 O=C(c1cccc(F)c1)N1CCN(S(=O)(=O)c2ccccc2)CC1
    -0.9, -122, -27, -3, -0.7, -0.16, -17, 5, 5
#44 O=C(CCSc1ccccc1)N1CCN(c2ccccc2)CC1
    -0.8, 12, -15, -1, -0.1, -1, -15, -5, 36
#45 CC1CC(=O)Nc2ccccc2N1S(=O)(=O)c1ccccc1 (stereo not drawn)
    0.0, -27, -10, 5, 1.4, ., -23[20 µM], 1, 16
#46 COc1cccc(-n2nc(-c3ccnn3-c3cccc(Cl)c3)c(=O)n(C)c2=O)c1
    0.2, -56, -15, -11, -0.5, ., -29, 0, 20
#47 CC(C)=NNc1cc([N+](=O)[O-])cc2c1C(=O)N(C)S2=O (stereo not drawn)
    1.5, 29, -4, 4, 1.1, -0.56, -19, -5, 16
#48 Cc1ccc(SCCNC(=O)c2cccc([N+](=O)[O-])c2C)cc1
    -2.1, 17, -21, -2, -0.9, -1.6, 0[20 µM], -3, 16
#49 CC(=O)NC(=S)NNC(=O)CCc1ccccc1
    -1.7, 0, -13, 9, 0.9, 0.87, -20, 25, -11
#50 O=C1NC(=S)N/C1=C/c1ccc(-c2c(Br)cc([N+](=O)[O-])cc2Br)o1
    1.1, -36, 26, 15, 1.0, -0.021, -5[20 µM], -3, 21
#51 O=c1c2ccccc2cnn1Cc1n[nH]c(=S)n1-c1ccc(Cl)cc1Cl
    1.2, -5, -13, -3, 0.6, 0.42, -15, 1, 22
#52 COC(=O)c1cc(NC(=O)c2ccccc2)c(=O)oc1C/C=N\OCc1ccc(Cl)cc1Cl
    0.5, -55, -72, -8, 0.4, 1.4, -13[20 µM], 1, 10
